# From PubChem
# CXCR6 inh: inhibitors of human CXCR6 receptor; AID 602244; CHO-K1 PathHunter CXCR6 beta-arrestin, luminescence; 360,000 compounds, 0.36% hits; inhibition, % at 20 µM; in the data active = inhibition above about 34%, passing the limit was not always enough;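 also: antagonist mode with CXCL16 agonist at 10 nM final; 0% = 10 nM CXCL16 with DMSO and 100% = unstimulated wells without agonist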
# Target sequence (O00574 whole entry, looked up): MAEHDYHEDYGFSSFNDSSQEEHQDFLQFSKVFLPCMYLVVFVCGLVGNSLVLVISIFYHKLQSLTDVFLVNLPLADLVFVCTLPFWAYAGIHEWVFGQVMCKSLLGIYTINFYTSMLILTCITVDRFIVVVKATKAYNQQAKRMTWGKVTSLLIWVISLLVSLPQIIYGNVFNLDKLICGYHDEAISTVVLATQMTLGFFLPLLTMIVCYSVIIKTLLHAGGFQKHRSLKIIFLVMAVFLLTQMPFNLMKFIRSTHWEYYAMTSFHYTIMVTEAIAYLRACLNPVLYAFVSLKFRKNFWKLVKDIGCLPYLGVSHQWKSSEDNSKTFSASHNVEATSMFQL
# EBI2 antag: antagonists of human EBI2 receptor | inhibition, % at 5 µM | P32249 | 360,000 compounds, 0.81% hits | EBI2 beta-arrestin recruitment, luminescence, 7a,25-OHC stimulated; in the data active = inhibition above about 38%;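 also: enzyme fragment complementation signal reports receptor beta-arrestin coupling in cells; 0% = agonist plus DMSO wells and 100% = wells without agonist; some results beyond the cut were filed as inactive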
# Target sequence (P32249 whole entry, looked up, the tested form may be a part): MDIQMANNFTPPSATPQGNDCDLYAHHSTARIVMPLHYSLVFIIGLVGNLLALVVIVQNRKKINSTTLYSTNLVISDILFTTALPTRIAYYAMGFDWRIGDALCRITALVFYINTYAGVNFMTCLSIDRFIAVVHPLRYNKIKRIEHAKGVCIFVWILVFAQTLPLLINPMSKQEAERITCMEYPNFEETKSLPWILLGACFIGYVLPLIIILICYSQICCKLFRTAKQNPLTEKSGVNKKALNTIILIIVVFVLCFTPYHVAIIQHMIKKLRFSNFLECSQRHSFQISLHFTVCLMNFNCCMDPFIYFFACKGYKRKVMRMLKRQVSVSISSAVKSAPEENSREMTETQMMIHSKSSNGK
# Gli-Sufu block: blocks Gli-Sufu signaling in a luciferase reporter | Sufu-KO-LIGHT fibroblasts, Gli luciferase reporter luminescence | inhibition, % at 5 µM | 340,000 compounds, 0.74% hits;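 active = inhibition above about 55%, limit read from the data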;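 also: 0% = DMSO-treated cells and 100% = wells with medium but no cells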
# Jurkat NFkB inh: lowers PMA/ionomycin-induced NF-kB signal in Jurkat cells | PMA/ionomycin-induced NF-kB luciferase reporter, luminescence | inhibition, % at 4 µM | 330,000 compounds, 0.53% hits; in the data active = inhibition above about 50%
# UPR XBP1 act: adaptive UPR (XBP1) activation | CHO-XBP1 luciferase reporter, IRE1-XBP1 UPR activation, luminescence; percent of tunicamycin response, DMSO as zero | activation, % at 20 µM | 330,000 compounds, 0.33% hits | AID 463104;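 active = versus positive control, 20 µM dose yields 30% or more activation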;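 also: 100% = tunicamycin at 10 µg/mL and 0% = DMSO only wells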
#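 Material: CHO cell line with stable XBP1 luciferase reporter; buffer or medium: F12 medium containing 10% fetal bovine serum; compound: single point, 20 µM final compound, 1% DMSO; incubation: 6 h treatment, 37 °C; measured by: glow luminescence from Steady-Glo reagent; evaluation: activation, % of tunicamycin; control set: tunicamycin high, DMSO low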
# Mdm2 MdmX PPI: inhibitors of human Mdm2/MdmX interaction; O15151+Q00987; SaOS-2 split-luciferase Mdm2/MdmX complementation, luminescence; inhibition, % at 8 µM; 330,000 compounds, 3% hits; AID 485346;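 active = inhibition of at least 50% at 8 µM in the primary screen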
# CCR6 antag: blocks CCL20-driven beta-arrestin recruitment at human CCR6. inhibition, % at 20 µM. AID 493098. CHO-K1 CCR6 PathHunter beta-arrestin, luminescence, CCL20-stimulated. 340,000 compounds, 0.49% hits;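 active = compounds whose inhibition of the agonist-driven luminescence signal at 20 µM reaches about 50%, limit read from the data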;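 also: cells stimulated with CCL20 at 14 nM final; plate controls were DMSO with CCL20 for no effect and DMSO without agonist for full effect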
# Target sequence (P51684 whole entry, looked up): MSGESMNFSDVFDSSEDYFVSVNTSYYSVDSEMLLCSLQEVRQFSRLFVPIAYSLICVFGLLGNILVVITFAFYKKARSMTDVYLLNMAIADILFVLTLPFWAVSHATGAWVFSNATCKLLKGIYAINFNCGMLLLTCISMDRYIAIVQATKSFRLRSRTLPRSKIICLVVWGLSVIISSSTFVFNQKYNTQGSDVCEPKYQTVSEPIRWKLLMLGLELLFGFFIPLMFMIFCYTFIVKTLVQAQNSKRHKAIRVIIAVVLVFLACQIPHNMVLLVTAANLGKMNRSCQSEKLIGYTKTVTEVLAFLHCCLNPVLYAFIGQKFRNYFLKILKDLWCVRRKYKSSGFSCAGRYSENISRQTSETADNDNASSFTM
# CHOP UPR activ: activators of apoptotic arm of unfolded protein response (CHOP); CHO-CHOP luciferase reporter, UPR activation, luminescence; percent of tunicamycin response over DMSO baseline; activation, % at 10 µM; 330,000 compounds, 0.34% hits;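 active = at 10 µM dose, activation of 40% or more, normalized to positive control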;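 also: 100% = tunicamycin at 10 µg/mL and 0% = DMSO alone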
#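 assay system = CHO CHOP reporter cells | amount = 500 CHO-CHOP cells per well | buffer or medium = F12 with 10% FBS | incubation = 16-18 h cell attachment, then 6 h compound exposure, 37 °C | detection = luminescence read with Steady-Glo | read-out = percent activation relative to tunicamycin control | controls = tunicamycin high control, DMSO low control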
# 697 NFkB inh: lowers PMA/ionomycin-induced NF-kB signal in 697 B cells; AID 435022; inhibition, % at 4 µM; 330,000 compounds, 0.33% hits; 697 B-cell NF-kB luciferase reporter, 16 h; in the data active = inhibition above about 35%
# * hit, by the source's call. Rows are unselected; about 5% have a hit in one of these screens.
SMILES,CXCR6 inh,EBI2 antag,Gli-Sufu block,Jurkat NFkB inh,UPR XBP1 act,Mdm2 MdmX PPI,CCR6 antag,CHOP UPR activ,697 NFkB inh
CC(C)(C)C(=O)Cn1c(=N)n(Cc2ccccc2)c2ccccc21,6.1,22.4,-17.0,-25.3,-5.6,8.5,16.1,-2.7,-47.0
Cc1ccccc1NC(=S)N(Cc1ccco1)C(C)c1ccccn1 (stereo not drawn),4.5,6.8,3.0,8.1,-2.0,12.3,17.0,-0.4,12.5
CCN(Cc1ccccc1)C(=O)C(C)OC(=O)c1cc(S(=O)(=O)Nc2c(C)n(C)n(-c3ccccc3)c2=O)ccc1C (stereo not drawn),-2.3,-2.2,-2.6,13.9,-4.8,18.6,11.3,0.7,9.5
COc1ccc(C(=O)Nc2cccc(-c3ccc4nncn4n3)c2)cc1OC,-7.5,-0.8,17.4,-1.2,1.4,-16.7,-3.0,0.1,14.8
Cc1nc2ccc(NC(=O)c3ccc(Cl)c(NC(=O)c4cccs4)c3)cc2s1,8.4,3.3,-4.4,-36.8,2.4,-2.6,9.8,3.5,-26.1
CCOC(=O)C1CCN(CCC(=O)Nc2cc(C)ccc2C)CC1,-18.0,-3.2,-18.2,-16.8,-5.5,21.5,-2.9,-0.5,-4.2
CC(=O)Oc1ccc([C@@H]2COc3c(ccc4c3C=CC(C)(C)O4)C2)c(OC(C)=O)c1,-0.3,-0.5,-48.9,-30.8,0.7,-66.8,7.2,2.4,-60.6
Cc1ccnc(NCc2ccc(Cl)cc2)c1,0.2,1.2,-5.4,6.6,-0.8,12.1,-0.1,3.8,0.8
CCC(C)(C)NC(=O)Cc1ccc(Cl)cc1,-1.4,-2.3,-5.4,-4.5,-2.4,-12.9,14.4,0.4,13.0
O=C1c2ccccc2C(=O)N1c1cccc(-c2nc3ccccc3o2)c1,7.4,-2.9,-5.4,7.3,-4.3,25.2,-20.8,-0.2,10.9
O=C(NC1CCCCC1)C(c1ccc(F)cc1)N(C(=O)Cc1ccsc1)c1ccc(F)cc1 (stereo not drawn),-4.0,-20.8,-2.4,-19.1,-2.6,4.8,-1.6,-2.4,-4.8
CCOC(=O)Cc1cnc(NC(=O)c2ccccc2)s1,-2.4,-7.3,-12.5,-13.5,1.8,-11.7,2.1,3.7,-15.6
COc1ccc(CNC(=O)C2CC(c3ccccc3[N+](=O)[O-])=NO2)cc1 (stereo not drawn),3.1,1.3,-7.6,0.2,2.2,11.1,5.3,2.1,13.1
CN1CCN(CCNC(=O)Cn2c(=O)c3cccn3c3ccc(F)cc32)CC1,1.9,-6.8,-5.5,-2.3,-1.7,16.5,3.2,0.0,6.6
COc1ccccc1S(=O)(=O)Nc1ccc(S(=O)(=O)Nc2nccs2)cc1,1.2,-16.7,-5.0,-8.0,-0.6,-4.6,3.8,-0.8,13.6
Cc1ccc(NC(=O)c2c(C)nc3ccccn23)cc1C,8.6,3.8,-63.1,-111.0,7.3,-132.4,-2.4,4.7,-89.9
COC(=O)C1[C@H]2SC(C)(C)C(C(=O)OC)N2C(=O)N1Cc1nc2ccccc2s1 (stereo partly drawn),0.6,-2.2,-0.6,-0.1,2.9,-7.4,3.6,-1.1,-1.6
O=C(NCCNC(=O)c1ccccn1)c1ccc(-c2ccccc2)cc1,3.1,5.5,6.7,3.5,-3.9,14.0,-8.6,0.1,13.5
CCC(C)N(C(=O)COC(=O)/C=C/c1ccc(O)c(OC)c1)C1CCS(=O)(=O)C1 (stereo not drawn),2.4,-1.5,-35.6,13.3,-0.6,-9.5,23.5,4.5,26.0
Cc1cc(C)cc(-n2ncc3c2CCCC3NC(=O)c2cc(C)oc2C)c1 (stereo not drawn),4.2,-1.4,-9.8,15.2,-2.2,27.3,19.4,1.5,-7.6
O=C(NCc1ccc2c(c1)OCO2)c1c[nH]c2ccc(S(=O)(=O)N3CCOCC3)cc2c1=O,-3.0,3.9,2.8,9.6,-0.7,16.5,-2.8,-1.5,18.9
O=C(NCCOc1cccc(Cl)c1Cl)c1cc(-n2cnnc2)ccc1Cl,1.0,4.9,1.1,1.5,-0.2,-0.7,1.1,-0.3,0.6
COC(=O)c1ccc(CNC(=O)COC(=O)COc2ccc(OC)cc2)cc1,-2.4,2.8,-2.3,1.1,0.6,-5.9,-1.6,1.1,-0.9
CC(=O)Nc1ccc(S(=O)(=O)N2CCC(NC(C)=O)(c3cccc(F)c3)CC2)cc1,2.2,0.9,-6.3,13.6,-2.6,-5.0,-0.9,-0.4,16.3
COC(=O)CC1C(=O)NCCN1C(=O)CSc1nnc(Nc2ccc(OC)cc2)s1 (stereo not drawn),-2.3,4.3,2.6,-5.9,-1.1,7.9,-7.4,0.3,3.9

# Profiles, quoted from the list:
# Entry for CC(=O)Oc1ccc([C@@H]2COc3c(ccc4c3C=CC(C)(C)O4)C2)c(OC(C)=O)c1 : CXCR6 inh: -0.3; EBI2 antag: -0.5; Gli-Sufu block: -48.9; Jurkat NFkB inh: -30.8; UPR XBP1 act: 0.7; Mdm2 MdmX PPI: -66.8; CCR6 antag: 7.2; CHOP UPR activ: 2.4; 697 NFkB inh: -60.6
# Entry for O=C(NC1CCCCC1)C(c1ccc(F)cc1)N(C(=O)Cc1ccsc1)c1ccc(F)cc1 (stereo not drawn) : CXCR6 inh: -4.0; EBI2 antag: -20.8; Gli-Sufu block: -2.4; Jurkat NFkB inh: -19.1; UPR XBP1 act: -2.6; Mdm2 MdmX PPI: 4.8; CCR6 antag: -1.6; CHOP UPR activ: -2.4; 697 NFkB inh: -4.8

# Returning to the listing, repeating the three entries before the break.
SMILES,CXCR6 inh,EBI2 antag,Gli-Sufu block,Jurkat NFkB inh,UPR XBP1 act,Mdm2 MdmX PPI,CCR6 antag,CHOP UPR activ,697 NFkB inh
COC(=O)c1ccc(CNC(=O)COC(=O)COc2ccc(OC)cc2)cc1,-2.4,2.8,-2.3,1.1,0.6,-5.9,-1.6,1.1,-0.9
CC(=O)Nc1ccc(S(=O)(=O)N2CCC(NC(C)=O)(c3cccc(F)c3)CC2)cc1,2.2,0.9,-6.3,13.6,-2.6,-5.0,-0.9,-0.4,16.3
COC(=O)CC1C(=O)NCCN1C(=O)CSc1nnc(Nc2ccc(OC)cc2)s1 (stereo not drawn),-2.3,4.3,2.6,-5.9,-1.1,7.9,-7.4,0.3,3.9
O=C(Cn1c(=O)c(=O)n(Cc2ccccc2)c2ccc(Cl)cc21)NCC1CCCO1 (stereo not drawn),-0.3,-0.2,-6.8,8.8,-1.5,-12.1,6.8,0.8,-4.4
O=C(NCc1ccccc1)c1nc2c(nnn2Cc2cccc(Cl)c2)c(=O)[nH]1,-12.7,1.5,-3.0,17.1,-3.3,-0.3,-14.2,-0.2,14.0
O=c1/c(=C\c2ccc(O)cc2)sc2n1C(c1ccccc1)C(c1ccccc1)=NN=2 (stereo not drawn),22.9,26.9,-11.0,9.7,2.0,79.0*,39.9,3.9,19.2
CC1CCN(C(=O)c2ccc3c(c2NCCO)C(=O)c2ccccc2C3=O)CC1,20.1,46.0*,6.5,-1.2,-4.5,41.6,25.1,-4.6,8.4
O=C(NCc1ccccc1CN1CCCCC1)c1ccc(Cl)cc1N1CCCC1=O,7.9,-5.1,11.0,-2.1,-1.0,11.0,9.5,-0.6,3.3
Oc1ccc(C=NC2CCCCC2)c(O)c1,-2.0,-6.3,2.2,2.9,-0.8,-19.1,4.0,0.6,-21.7
Cc1ccc(S(=O)(=O)Nn2c(C)nnc2-n2nc(C)cc2C)cc1,-9.1,-23.3,-1.2,-11.1,-2.2,22.4,-9.8,-3.0,7.2
COc1ccc(N(CN2C(=O)C3C4C=CC(C4)C3C2=O)C(=O)c2ccco2)cc1 (stereo not drawn),-3.0,-2.5,-2.8,9.0,-1.0,17.5,-7.5,-1.1,3.1
O=C(COC(=O)c1cccc(S(=O)(=O)N2CCc3ccccc3C2)c1)NCc1ccco1,7.0,5.9,26.1,16.5,-5.0,6.5,1.3,0.2,16.1
CC(C)(C)C1CCC(=NNC(=O)CN(c2ccccc2)S(=O)(=O)c2ccccc2[N+](=O)[O-])CC1 (stereo not drawn),-3.5,1.5,-5.0,5.5,-3.0,8.9,21.0,-0.9,8.9
Cc1nc(C)c(C(=O)Nc2ccc(C)c(F)c2)o1,-3.4,-11.1,3.4,-15.8,4.8,-32.3,-2.5,2.0,0.2
C=CCNC(=S)Nc1ccc(OC)c(S(=O)(=O)N2CCOCC2)c1,-7.0,4.1,15.1,-1.1,1.8,4.6,-3.0,-0.5,-5.4
CCCC(=O)N1c2ccc(-c3csc(N)n3)cc2CC1C (stereo not drawn),-3.6,0.1,-96.2,-56.4,-0.6,-57.1,16.4,4.7,-65.4
O=C1NC2=C(CCc3ccccc32)C(c2ccc(Br)cc2)N1 (stereo not drawn),-3.4,-4.3,4.1,0.4,0.7,-10.9,4.1,0.6,-12.3
COC(=O)c1[nH]c2cccc(OC)c2c1NC(=O)CN1CC2(C)CC1CC(C)(C)C2 (stereo not drawn),2.5,4.3,4.6,-12.9,-3.0,-5.5,-16.8,-1.2,2.1
CCOc1ccccc1NC(=O)CN(c1cc(C)cc(C)c1)S(=O)(=O)c1c(C)noc1C,-1.0,14.2,-0.9,-0.8,-2.3,-34.2,5.6,-1.0,2.8
COc1cccc(C(=O)NNC(=O)c2ccccc2)c1,1.8,-5.9,-73.9,-31.6,-5.1,2.6,9.2,3.3,-39.7
O=C(O)/C=C\C(=O)NCc1ccccc1,-3.4,4.7,1.3,2.2,-0.8,21.9,-4.8,-0.9,12.6
C=C(C)COc1ccc(-c2[nH]ncc2-c2ccccc2OC)c(O)c1,-3.8,19.1,-0.7,16.0,-0.2,49.3,6.3,0.3,-30.9
Cc1nc(-c2ccc(S(=O)(=O)NCc3cccnc3)s2)cs1,-7.5,0.0,1.4,17.8,-1.8,11.7,-6.0,0.4,-0.9
Nc1cccnc1Oc1ccc(F)cc1,-0.2,-9.7,-4.6,-7.0,-1.7,-6.8,-2.5,0.2,-1.9
CCCc1c(C(=O)N/N=C/c2cccnc2)nnn1-c1nonc1N,-0.4,-3.4,-7.8,-5.6,-3.7,22.0,6.1,-2.9,-3.5
O=C(NNC1=NS(=O)(=O)c2ccccc21)c1cccc([N+](=O)[O-])c1,15.7,-11.9,2.3,9.0,-3.2,17.0,-3.9,1.7,-7.9
COc1ccc(/C=N/NC(=O)c2ccc(Br)cc2)cc1Cn1cc(Cl)cn1,-8.3,41.2,-2.6,9.5,-2.3,44.3,-2.6,-2.1,-5.3
CCN(CC)C(=O)Cn1cc(C(=O)C(=O)N2CCN(C)CC2)c2ccccc21,-2.9,3.0,-4.2,-9.3,-1.6,20.3,3.1,-1.7,-16.4
CCN(C(=O)CSc1nc2nc(C)cc(C)n2n1)C1CCS(=O)(=O)C1 (stereo not drawn),-2.0,5.8,-1.3,13.1,-2.5,1.7,2.7,-0.8,-1.8
CCCN(CCC)S(=O)(=O)c1cc(Br)cc2c1N(C(=O)CC)CC2,-8.1,9.6,-7.9,-5.8,-2.3,20.4,15.6,-1.1,-10.5

# Compounds above with a tert-butyl group:
SMILES,CXCR6 inh,EBI2 antag,Gli-Sufu block,Jurkat NFkB inh,UPR XBP1 act,Mdm2 MdmX PPI,CCR6 antag,CHOP UPR activ,697 NFkB inh
CC(C)(C)C(=O)Cn1c(=N)n(Cc2ccccc2)c2ccccc21,6.1,22.4,-17.0,-25.3,-5.6,8.5,16.1,-2.7,-47.0
CC(C)(C)C1CCC(=NNC(=O)CN(c2ccccc2)S(=O)(=O)c2ccccc2[N+](=O)[O-])CC1 (stereo not drawn),-3.5,1.5,-5.0,5.5,-3.0,8.9,21.0,-0.9,8.9
